TGFb inhibitor – inhibitors of TGF-b signaling. HepG2 CAGA-GFP TGF-b/SMAD3 reporter, GFP fluorescence, 18 h; TGF-beta stimulated, 500 pg/mL final. Potency, µM (highest dose often 46.1 µM), for the others: at the top dose activity, negative = inhibition, usual class: inhibitors. 410,000 tested, 1.2% active. AID 588855; note: potency is the fitted concentration of half-maximal effect; % is set by controls: 0 for no effect and ±100 for the full control effect; nearly all actives have a fitted effect of over 65% in size
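First, reporter cells (HEPG2 CAGA-GFP) rested 2 h at 37 degrees C. Next, compounds were pinned in and TGF-beta added to 500 pg/mL final. After 18 h, GFP was imaged per cell and summed per well.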
HepG2 tox – kills HepG2 cells in TGF-b inhibitor counter-screen. 410,000 tested, 0.76% active. HepG2 CAGA-GFP viability, ATP luminescence, 18 h. AID 588856. Potency, µM (highest dose often 46.1 µM), for inactives: at the highest dose activity change, negative = cytotoxicity, hits mostly cytotoxic; note: potency is the fitted concentration of half-maximal effect; some results filed as inactive show a strong effect at the top dose
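CellTiter-Glo luminescence gave cytotoxicity after 18 hours at 37 degrees C. The cells were HepG2 CAGA-GFP in 1% FBS DMEM, stimulated with 500 pg/mL TGF-beta after compound addition. %Activity was normalised to no-cell wells (complete cell-killing) and DMSO (no toxicity), and curves were fitted and classified.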
Nrf2 inh – Nrf2 pathway inhibition; Potency, µM (series often up to 46 µM), without a hit: at the top dose activity change, negative = inhibition, actives largely listed as inhibitors; 360,000 tested, 2.1% active; A549 ARE-Fluc reporter, luciferase luminescence, 18-24 h; note: potency is the fitted concentration of half-maximal effect; % is set by controls: 0 for no effect and ±100 for the full control effect; nearly all actives have a fitted effect of over 60% in size
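Concentration-response testing used A549 ARE_Fluc cells at 5000 cells/well. Following an 18-24 h compound incubation, viability was read by fluorescence (Ex 405/Em 525) and luciferase output by luminescence.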
MCF10A rerep – DNA re-replication induction in MCF 10a cells | MCF 10A DNA re-replication, Hoechst nuclear intensity, 48 h | Potency, µM (top dose mostly 46.1 µM), for inactives: at the top dose activity, positive = re-replication, actives largely listed as activators | 350,000 tested, 2.9% active | AID 624296; note: potency is the fitted concentration of half-maximal effect; % of control where 0% means no effect; nearly all actives have a fitted effect of over 50% in size
ATXN2 expr inh – ATXN2 expression inhibition; HEK-293 ATXN2-luciferase reporter, luminescence, 24 h; Potency, µM (series often up to 57 µM), inactives show top-dose activity change, negative = inhibition, most hits filed as inhibitors; 360,000 tested, 0.72% active; note: potency is the fitted concentration of half-maximal effect; % is set by controls: 0 for no effect and ±100 for the full control effect; nearly all actives have a fitted effect of over 55% in size
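ATXN2-luciferase reporter cells (luciferase flanked by upstream and downstream ATXN2 gene portions) were treated 24 h at 37 °C with compounds at up to 57 uM. SteadyGlo luminescence gave expression; GF-AFC fluorescence gave viability.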
A549 viability – A549 cytotoxicity, counter-screen for Nrf2 inhibitors; A549 ARE-Fluc cells, CellTiter-Fluor viability, 18-24 h; Potency, µM (top dose mostly 46 µM), for the others: top-dose activity change, negative = cytotoxicity, actives largely listed as inhibitors; 390,000 tested, 0.16% active; AID 504648; note: potency is the fitted concentration of half-maximal effect; % is set by controls: 0 for no effect and ±100 for the full control effect
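A549 ARE-Fluc cells in 5% FBS OPTI-MEM, 5000 cells/well, rested 2 h then exposed to compounds in concentration-response for 18-24 h at 37 °C. Viability by CellTiter-Fluor fluorescence (Ex 405/Em 525) after 30 min; luciferase luminescence (BugLite, 15 min, RT) read afterwards.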
S2 tox – reduces viability in counter-screen for ATXN expression inhibitors | S2 cells (HEK-293 line with an ATXN2-luciferase reporter) viability, CellTiter-Fluor protease fluorescence, 24 h | Potency, µM (doses to about 56.7 µM), most hits filed as cytotoxic | 400,000 tested, 0.49% active | AID 651635; note: potency is the fitted concentration of half-maximal effect; nearly all actives have a fitted effect of over 40% in size
Nrf2 activator – activators of Nrf2 (ARE) signaling | AID 624171 | 410,000 tested, 0.31% active | AREc32 ARE-luciferase reporter (MCF7-derived line), luminescence, 24 h | Potency, µM (series often up to 46.1 µM), inactives show top-dose activation, usual class: activators; note: potency is the fitted concentration of half-maximal effect; % of control where 0% means no effect; nearly all actives have a fitted effect of over 65% in size
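ARE-driven firefly luciferase activity in AREc32 cells measured after a 24 hr compound exposure at 37 deg C, using Steady-Glo reagent and a 30 min room-temperature hold.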
IL-1B inflam inh – inhibitors of inflammasome signaling (IL-1 beta secretion) | THP-1 LPS/ATP IL-1B secretion, AlphaLISA, 16 h; hits give low values | AID 743279 | 360,000 tested, 4.7% active | activity change, % at 57.5 µM; in the data active = activity change below about -50%; inconclusive = mostly about -30% to -49%; note: % is set by controls: 0 for no effect and ±100 for the full control effect
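THP-1 cells pretreated 1 hr with compounds (up to 57.5 uM final), then stimulated with LPS (250 ng/mL final) plus ATP (1.25 mM final); secreted IL-1B measured by AlphaLISA after 16 hr, decreased signal indicating inhibition.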
Starred values were filed as active, the others as inactive; i = inactive; ? = inconclusive; . = no result given; [ ] = remark or other dose. Unless noted, calls come from the whole dose curve; as a rule, active = well fitted curve in the direction sought with a large enough effect; inconclusive = small, poorly fitted or top-dose-only effect, or another doubt; inactive = no such curve, though single readings can be large; an effect the other way counts as inactive or inconclusive.

1: CCOc1ccc(NC(=O)CN(C)C(=O)c2cc(-c3ccc(OC)cc3)nc3ccccc23)cc1OCC
2: CCc1ccc(OC(=O)/C=C/c2ccco2)cc1
3: CCOC(=O)c1cc(-c2cc3ccccc3o2)nc2c1c(=O)[nH]c(=O)n2CCOC
4: O=[N+]([O-])c1cc(S(=O)(=O)N2CCCC2)ccc1NCCc1ccccc1
5: Cc1ccc(N2CC(NC(=O)C3CCCC3)CC2=O)cc1C (stereo not given)
6: CCCNC(=O)Cn1cnc2sc(C(=O)NCCN(CC)CC)c(C)c2c1=O
screen / no. | 1 | 2 | 3 | 4 | 5 | 6
TGFb inhibitor | 8% | -5% | -1% | 0% | -22% | 19%
HepG2 tox | -28% | 0% | 3% | 1% | -21% | 9%
Nrf2 inh | -22% | 6% | -3% | 1% | . | .
MCF10A rerep | 16µM* | -2% | 18% | ? | . | -2%
ATXN2 expr inh | 9% | -4% | 7% | -4% | . | -1%
A549 viability | -14% | 5% | 1% | -3% | -2% | ?
S2 tox | ? | i | ? | i | . | i
Nrf2 activator | 2.5% | 7.7% | -0.6% | -0.3% | 0.2% | -0.2%
IL-1B inflam inh | -4 | 46 | 25 | 28 | . | 8

Entries by screen from the entries so far:
HepG2 tox for entries 1 to 6: -28%, 0%, 3%, 1%, -21%, 9%

Next section.
7: COc1ccc(CC(=O)Nc2nc3c(s2)CC(C)CC3)cc1 (stereo not given)
8: CN1CCOc2ccc(S(=O)(=O)NCCc3ccc(Cl)cc3)cc21
9: O=C(COC(=O)c1ccncc1)Nc1ccc2c(c1)OCO2
10: Nc1c(Cl)cc(Cl)cc1C(=O)OCC(=O)N1CCCC1
11: O=C(O)C1CCCCC1C(=O)Nc1ccc(Cl)cc1Cl (stereo not given)
12: COC(=O)c1ccc(S(N)(=O)=O)o1
screen / no. | 7 | 8 | 9 | 10 | 11 | 12
TGFb inhibitor | 2% | -6% | 0% | -2% | -5% | -14%
HepG2 tox | -13% | -16% | -5% | -4% | 2% | -29%
Nrf2 inh | 6% | 3% | -5% | -7% | 3% | -11%
MCF10A rerep | . | 13% | -2% | -8% | -9% | -5%
ATXN2 expr inh | 10% | 2% | 0% | 1% | 2% | 2%
A549 viability | 7% | -8% | -8% | 2% | -9% | 2%
S2 tox | i | ? | i | i | i | i
Nrf2 activator | 4.5% | -0.1% | 0.1% | 0.2% | -0.1% | -0.9%
IL-1B inflam inh | . | 16 | 8 | 0 | 22 | 24

13: COc1ccc(N(CC(=O)N/N=C/c2ccccc2F)S(=O)(=O)c2ccccc2)cc1
14: CCOC(=O)NC1(NCc2ccccc2)Oc2ccccc2O1
15: CCN(CC)C(=O)Cn1c(=O)n(-c2ccc(C)c(C)c2)c(=O)c2c3c(sc21)CCCCC3
16: O=C(c1ccc2c(c1)N(Cc1cccc(Cl)c1)C(=O)c1ccccc1S2(=O)=O)N1CCCCC1
17: CC(Sc1nnc(Cc2cccs2)n1C1CC1)C(=O)NC1CCS(=O)(=O)C1 (stereo not given)
18: CCCCn1c(N)c(N(CC(C)C)C(=O)C2CC(=O)N(c3ccc(C)cc3)C2)c(=O)[nH]c1=O (stereo not given)
screen / no. | 13 | 14 | 15 | 16 | 17 | 18
TGFb inhibitor | 0% | 0% | 0% | -3% | -14% | -10%
HepG2 tox | -2% | -41% | 1% | -21% | 0% | 2%
Nrf2 inh | -17% | 2% | -10% | . | ? | -6%
MCF10A rerep | 1% | ? | . | . | 2% | -2%
ATXN2 expr inh | 2% | 9% | 4% | . | -7% | 0%
A549 viability | -1% | -28% | -11% | ? | -3% | 0%
S2 tox | i | i | ? | . | i | i
Nrf2 activator | 0.4% | ? | -0.2% | -0.1% | -0.6% | -0.3%
IL-1B inflam inh | 12 | 24 | . | . | -2 | 2

19: Cc1nc2ccccc2n1C1CCN(C(=O)Nc2ccccc2)CC1
20: COc1cccc(OC)c1OC(=O)/C=C/c1ccc(C)o1
21: N#Cc1ccccc1OCC(=O)N1CCN(C(=O)c2ccco2)CC1
22: COc1ccc(CC(=O)Nc2ccccc2C(=O)N2CCCC2)cc1
23: CCN(CC)S(=O)(=O)c1ccc(N2CCCCC2)c(NC(=O)C2=COCCO2)c1
24: COC(=O)/C(=C\C(=O)c1ccccc1)Nc1ccc(OC)cc1
screen / no. | 19 | 20 | 21 | 22 | 23 | 24
TGFb inhibitor | -1% | 5% | 3% | ? | 0% | 4%
HepG2 tox | 2% | 15% | -3% | -3% | -13% | 2%
Nrf2 inh | 2% | 6% | -13% | 2% | ? | 26%
MCF10A rerep | 0% | -25% | 4% | -1% | ? | 0%
ATXN2 expr inh | -26%[11.3 µM] | -20% | 3% | -5% | 1% | 52%[activator]
A549 viability | 3% | -3% | -5% | -1% | 11% | -8%
S2 tox | i | i | i | i | i | ?
Nrf2 activator | -0.6% | -0.1% | -0.1% | -0.8% | -0.4% | 5.5%
IL-1B inflam inh | 24 | 10 | 26 | 6 | -15 | 5

25: N/C(=N\NS(=O)(=O)c1ccccc1)c1ccccn1
26: O=c1[nH]c2ccccc2[n+]([O-])c1-c1ccccc1
27: CCOC(=O)CC1COCCN1Cc1cn(C)nc1-c1ccccc1F (stereo not given)
28: NC(=O)C1CCN(c2nnnn2-c2ccccc2)CC1
29: NC(=O)c1ccccc1OCC(=O)NS(=O)(=O)c1ccc(Cl)cc1
30: CCCCn1c(-c2csc(C(C)C)c2)n[nH]c1=S
screen / no. | 25 | 26 | 27 | 28 | 29 | 30
TGFb inhibitor | 36%[activator] | -16% | 2% | -11% | 3% | -7%
HepG2 tox | 19% | -15% | 0% | -2% | 1% | -41%
Nrf2 inh | -2% | -1% | 0% | . | -6% | -19%
MCF10A rerep | ? | -5%[9.22 µM] | -1% | -5% | 0% | -4%
ATXN2 expr inh | 15% | 17% | 5% | -1% | 16% | -3%
A549 viability | 3% | -8% | -1% | 5% | 2% | 3%
S2 tox | i | . | i | i | i | i
Nrf2 activator | 2.3% | 0.0% | -0.2% | -1.1% | -1.5% | 0.6%
IL-1B inflam inh | -7 | 10 | 15 | 22 | 11 | 11

An excerpt of these results, with two lines to a compound:
Values run as follows: TGFb inhibitor, HepG2 tox, Nrf2 inh, MCF10A rerep, ATXN2 expr inh, A549 viability, S2 tox, Nrf2 activator, IL-1B inflam inh
4	O=[N+]([O-])c1cc(S(=O)(=O)N2CCCC2)ccc1NCCc1ccccc1
    0%, 1%, 1%, ?, -4%, -3%, i, -0.3%, 28
18	CCCCn1c(N)c(N(CC(C)C)C(=O)C2CC(=O)N(c3ccc(C)cc3)C2)c(=O)[nH]c1=O (stereo not given)
    -10%, 2%, -6%, -2%, 0%, 0%, i, -0.3%, 2
12	COC(=O)c1ccc(S(N)(=O)=O)o1
    -14%, -29%, -11%, -5%, 2%, 2%, i, -0.9%, 24
30	CCCCn1c(-c2csc(C(C)C)c2)n[nH]c1=S
    -7%, -41%, -19%, -4%, -3%, 3%, i, 0.6%, 11
7	COc1ccc(CC(=O)Nc2nc3c(s2)CC(C)CC3)cc1 (stereo not given)
    2%, -13%, 6%, ., 10%, 7%, i, 4.5%, .
27	CCOC(=O)CC1COCCN1Cc1cn(C)nc1-c1ccccc1F (stereo not given)
    2%, 0%, 0%, -1%, 5%, -1%, i, -0.2%, 15

(cont.)
31: COc1ncnc2sc3c(c12)CCCC3
32: COc1cc(C(=O)NCCOC(=O)c2cccc(N(C)C)c2)cc(OC)c1OC
33: COCCN(C(=O)Cc1csc(-c2cccc(Cl)c2)n1)c1c(N)n(Cc2ccccc2)c(=O)[nH]c1=O
34: CC(=O)Nc1ccc(CN2CCN(Cc3ccc(F)c(F)c3)C(CCO)C2)cc1 (stereo not given)
35: COc1cc2c(cc1OC)CN(C(=O)NS(=O)(=O)c1ccc(C)cc1)CC2
36: Nc1nc(-c2cc(Cl)cc(Cl)c2OC(F)F)cs1
screen / no. | 31 | 32 | 33 | 34 | 35 | 36
TGFb inhibitor | 0% | 8% | -1% | 5% | 0% | -12%
HepG2 tox | -17% | 5% | -17% | 25% | -5% | -43%
Nrf2 inh | 9% | -14% | 4% | -6% | 15% | ?
MCF10A rerep | 1% | 9% | 14% | 3% | 3% | 20%
ATXN2 expr inh | -1% | 4% | -2% | -9% | 1% | -10%
A549 viability | 1% | 2% | 8% | 3% | 13% | 15%
S2 tox | i | i | i | i | i | i
Nrf2 activator | -0.4% | 3.9% | 3.0% | -0.1% | 0.0% | 0.2%
IL-1B inflam inh | -2 | 41 | ? | -4 | 0 | 2

37: CC(C)CNC(=O)CCc1c[nH]c2ccccc12
38: Cc1cnccc1CN(C)Cc1cn(C)nc1-c1cccc(Cl)c1
39: O=C(Nc1cccc2cccnc12)OCc1ccccc1
40: CC1CCCCC1NC(=O)C1CCN(S(=O)(=O)c2cccc3nsnc23)CC1 (stereo not given)
41: CN(C)c1cccc(C(=O)NCc2ccccc2Cl)c1
42: O=C(Oc1cccc2c(O)cccc12)c1ccccc1
43: COc1ccc(Cl)cc1NC(=O)CN(C)CC(=O)Nc1ccccc1-c1ccccc1
44: O=C(c1ccncc1)N1N=C2CCCCCC2C1(O)C(F)(F)F (stereo not given)
screen / no. | 37 | 38 | 39 | 40 | 41 | 42 | 43 | 44
TGFb inhibitor | -7% | ? | ? | 2% | -2% | 14µM* | -6% | 5%
HepG2 tox | -14% | -30% | -43% | -19% | -12% | -116% | 10% | 20%
Nrf2 inh | -11% | 13% | 27% | 1% | ? | 2% | -1% | -9%
MCF10A rerep | ? | ? | . | -1% | 18% | ? | ? | -1%
ATXN2 expr inh | 5% | -9% | . | -1% | -7% | -21% | -11% | 5%
A549 viability | -1% | 2% | 2% | -9% | 5% | -3% | -12% | 0%
S2 tox | i | i | . | i | i | ? | i | i
Nrf2 activator | 0.4% | 4.7% | . | 0.1% | 0.0% | ? | 0.3% | -0.8%
IL-1B inflam inh | 30 | 0 | . | 13 | -19 | -24 | -3 | 9

Screening results (PubChem)
